SR-BI HDL uptake: inhibitors of mouse SR-BI mediated HDL lipid uptake; ldlA[mSR-BI] CHO cells, DiI-HDL uptake fluorescence, 3 h; Q61009; AID 488896; inhibition, % at 12.5 µM; hit rate 0.96% among 320,000;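 active means mean replicate inhibition of at least 70% and a set share of replicates each scoring 70 or more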;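 further: 0% = median of neutral control wells and 100% = median of positive control wells; values of inactives mirror those of a sister screen read the other way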
PvdQ inh: P. aeruginosa PvdQ acylase inhibition; hit rate 0.063% among 340,000; inhibition, % at 10 µM; AID 488965; purified PvdQ acylase, fluorescence plate reader; in the data active means inhibition above about 30%, passing the limit was not always enough;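 further: 0% = vehicle neutral wells and 100% = reference inhibitor wells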
RTF Ca sens inh: cardiac RTF calcium desensitization. IANBD-labeled cardiac RTF, Ca2+ fluorescence. inhibition, % at 7.15 µM. hit rate 0.12% among 340,000;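 active means inhibition above the mean inhibition of all tested compounds plus 3 SD, cut at about 17% in these data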;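 further: assay run at fixed EC70 calcium of 1.6 mM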
SR-BI DiI-HDL act: activators of SR-BI mediated HDL lipid uptake; AID 504775; CHO ldlA[mSR-BI] cells, DiI-HDL uptake fluorescence, 3 h; 100 = double the neutral-control signal; hit rate 0.096% among 320,000; activation, % at 12.5 µM;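 active means mean replicate activation of at least 60% and every replicate at or above 60%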;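 further: 0% = median plate neutral-control signal and 100% = twice that signal; values of inactives mirror those of a sister screen read the other way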
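Material: SR-BI-overexpressing, LDLR-lacking CHO cells; schedule: compound exposure 3 h, 37 °C; reagent: DiI-labelled HDL at 10 µg/mL final; technique: bottom-read fluorescence, 550/595 nm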
Keap1-Nrf2 PPI: Keap1-Nrf2 (human) interaction inhibition. Q14145. Keap1 Kelch-Nrf2 peptide fluorescence polarization, 1536-well. inhibition, % at 9.4 µM. hit rate 0.15% among 340,000. AID 504523; in the data active means inhibition above about 12%;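 further: human Keap1 Kelch domain with fluorescein labeled Nrf2 9mer peptide probe; 0% = neutral control wells and 100% = peptide positive control; higher means more block of Keap1 binding to Nrf2 peptide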
PKA-R2B act: PKA-R2B complex activation | PKA-R2B holoenzyme dissociation, Cy5-IP20 fluorescence polarization; R2B truncated from residue 108, S112A mutant; 0% DMSO only, 100% 113 µM cGMP | activation, % at 11.4 µM | AID 504700 | hit rate 0.079% among 340,000 | P22694+P31323;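 active means activation above a cutoff set at the mean over all compounds plus 3 SD, cut at about 18% in these data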;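 further: higher means more holoenzyme dissociation and a rise in polarization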
NSD2 inh: inhibitors of human histone methyltransferase NSD2 | O96028 | NSD2 peptide methylation, AlphaScreen, 120 min | inhibition, % at 12.5 µM | hit rate 0.54% among 310,000 | AID 743445; in the data active means inhibition above about 50%
DAGLB inh: blocks human DAGLB lipase activity; HEK293T DAGLB membrane lysate, EnzChek fluorogenic substrate; hit rate 0.059% among 340,000; AID 504411; inhibition, % at 5.17 µM; in the data active means inhibition above about 34%;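 further: 0% = enzyme with vehicle and 100% = wells lacking enzyme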
Arrestin-AP2 inh: inhibitors of human beta-arrestin and AP2 interaction. FITC-arrestin peptide / GST-AP2 beads, flow cytometry; AP2 beta2 appendage carries R879A mutation. inhibition, % at 10 µM. hit rate 0.31% among 340,000. AID 504490;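 active means inhibition above a set limit, near 3 SD of compounds lacking own fluorescence, cut at about 54% in these data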;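 further: plate controls were DMSO wells for no effect and 5 µM unlabelled arrestin peptide for full effect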
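System: GST-AP2 R879A glutathione beads; medium: PBS, Tween 20 0.05%, BSA 0.1%; reagent: fluorescein-tagged arrestin peptide at 50 nM final; schedule: pre-incubation 12 min, peptide binding 1 h, room temperature; detection: flow cytometry, FL1 (488/535 nm); read-out: inhibition as reduced fluorescein signal on beads, percent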
LANA DNA inh: inhibitors of KSHV LANA C-terminal domain DNA binding. MBP-C-LANA/FAM-LBS DNA binding, fluorescence polarization. inhibition, % at 9 µM. hit rate 0.078% among 340,000;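 active means highest replicate inhibition at or above 60% at 9 µM, even if other replicates fall short; inactive means all replicates below 60% inhibition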;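 further: 0% = neutral control wells and 100% = 4 µM acridine orange control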
Active calls of the source: *.

Screening O=C(Cn1c(C(F)(F)F)nc2ccccc21)c1ccc(F)cc1 returned SR-BI HDL uptake -3, PvdQ inh -14, RTF Ca sens inh -4, SR-BI DiI-HDL act 3, Keap1-Nrf2 PPI -5, PKA-R2B act -1, NSD2 inh 0, DAGLB inh -1, Arrestin-AP2 inh -2 and LANA DNA inh 0.2.
CN1CCN(C(=O)CSc2nc(-c3ccncc3)ccc2C#N)CC1 was read as SR-BI HDL uptake 5, PvdQ inh -18, RTF Ca sens inh -6, SR-BI DiI-HDL act -5, Keap1-Nrf2 PPI -3, PKA-R2B act 5, NSD2 inh 1, DAGLB inh 0, Arrestin-AP2 inh -4 and LANA DNA inh 0.1.
Cn1cccc1C(=O)OCC(=O)Nc1cccc(S(=O)(=O)N2CCOCC2)c1 was read as SR-BI HDL uptake 2, PvdQ inh -5, RTF Ca sens inh -2, SR-BI DiI-HDL act -2, Keap1-Nrf2 PPI 1, PKA-R2B act -1, NSD2 inh 4, DAGLB inh -1, Arrestin-AP2 inh -8 and LANA DNA inh -0.5.
For CN(c1ccc(C(=O)N2CCCCCC2)cc1)S(=O)(=O)c1ccc(Cl)cc1 the results were SR-BI HDL uptake 71*, PvdQ inh -16, RTF Ca sens inh -6, SR-BI DiI-HDL act -71, Keap1-Nrf2 PPI -3, PKA-R2B act 3, NSD2 inh -2, DAGLB inh -4, Arrestin-AP2 inh -7 and LANA DNA inh 0.8.
For CC(C)CCNC(=O)C(=O)NC1CCCC1 the results were SR-BI HDL uptake -6, PvdQ inh -13, RTF Ca sens inh -4, SR-BI DiI-HDL act 6, Keap1-Nrf2 PPI -1, PKA-R2B act -6, NSD2 inh 7, DAGLB inh -3, Arrestin-AP2 inh -12 and LANA DNA inh 1.9.
`Fc1ccccc1/C=C/c1ccc2ccccc2n1` gave SR-BI HDL uptake -13, PvdQ inh -10, RTF Ca sens inh -11, SR-BI DiI-HDL act 13, Keap1-Nrf2 PPI 1, PKA-R2B act -1, NSD2 inh 0, DAGLB inh -9, Arrestin-AP2 inh 7 and LANA DNA inh -2.4.
COc1cccc(C(=O)NNC(=O)CCc2ccccc2)c1 was read as SR-BI HDL uptake 9, PvdQ inh 12, RTF Ca sens inh -5, SR-BI DiI-HDL act -9, Keap1-Nrf2 PPI -2, PKA-R2B act -6, NSD2 inh -6, DAGLB inh 1, Arrestin-AP2 inh 10 and LANA DNA inh -1.4.
For O=C(c1ccc(N2CCOCC2)c([N+](=O)[O-])c1)N1CCN(S(=O)(=O)c2cccs2)CC1 the results were SR-BI HDL uptake -7, PvdQ inh -13, RTF Ca sens inh 5, SR-BI DiI-HDL act 7, Keap1-Nrf2 PPI -7, PKA-R2B act -5, NSD2 inh 0, DAGLB inh 6, Arrestin-AP2 inh -29 and LANA DNA inh -4.8.
Screening c1cncc(CNc2ncnc3ccc(-c4ccc5c(c4)OCO5)cc23)c1 returned SR-BI HDL uptake -4, PvdQ inh -14, RTF Ca sens inh 1, SR-BI DiI-HDL act 4, Keap1-Nrf2 PPI -5, PKA-R2B act 5, DAGLB inh -2, Arrestin-AP2 inh 9 and LANA DNA inh 1.1.
`CC(=O)c1ccc(OC(=O)CCc2nc3ccccc3s2)cc1` gave SR-BI HDL uptake -22, PvdQ inh 3, SR-BI DiI-HDL act 22, Keap1-Nrf2 PPI -41, NSD2 inh -4, Arrestin-AP2 inh 31 and LANA DNA inh -1.2.
C=CCC(C#N)(c1ccc(OC)c(OC)c1)c1cnccn1 (configuration not stated) was read as SR-BI HDL uptake 15, PvdQ inh -9, RTF Ca sens inh -53, SR-BI DiI-HDL act -15, Keap1-Nrf2 PPI -4, PKA-R2B act -1, DAGLB inh 0, Arrestin-AP2 inh 1 and LANA DNA inh -0.3.
`CCCOc1ccc(N/C=C/C(=O)C(C)(C)C)cc1` gave SR-BI HDL uptake -1, PvdQ inh 12, RTF Ca sens inh -14, SR-BI DiI-HDL act 1, Keap1-Nrf2 PPI -3, PKA-R2B act -3, NSD2 inh 2, DAGLB inh -2, Arrestin-AP2 inh 2 and LANA DNA inh 1.6.
For CC[C@@]1(C(=O)OC)N[C@H](CN(C)C(=O)Nc2ccc(C)cc2)[C@@H]2C(=O)N(C)C(=O)[C@@H]21 the results were SR-BI HDL uptake -6, PvdQ inh 3, RTF Ca sens inh -9, SR-BI DiI-HDL act 6, Keap1-Nrf2 PPI 1, PKA-R2B act 0, DAGLB inh -2, Arrestin-AP2 inh 10 and LANA DNA inh -1.3.
Screening COc1cccc(N(C(=O)CNC(=O)c2ccco2)C(C(=O)NC2CCCCC2)c2ccncc2)c1 (configuration not stated) returned SR-BI HDL uptake -11, PvdQ inh -9, RTF Ca sens inh -6, SR-BI DiI-HDL act 11, Keap1-Nrf2 PPI -4, PKA-R2B act -3, DAGLB inh 0, Arrestin-AP2 inh 8 and LANA DNA inh -0.1.
Screening CCN(CC(=O)Nc1cccc(OC)c1)CC(=O)Nc1cccc2ccccc12 returned SR-BI HDL uptake 9, PvdQ inh -25, RTF Ca sens inh -12, SR-BI DiI-HDL act -9, Keap1-Nrf2 PPI 1, PKA-R2B act 4, NSD2 inh 6, DAGLB inh -2, Arrestin-AP2 inh -3 and LANA DNA inh -0.3.
For Cc1cc(C)nc(Nc2ccccc2Br)n1 the results were SR-BI HDL uptake -13, PvdQ inh 10, RTF Ca sens inh 3, SR-BI DiI-HDL act 13, Keap1-Nrf2 PPI -1, PKA-R2B act -3, NSD2 inh -1, DAGLB inh -2, Arrestin-AP2 inh 14 and LANA DNA inh -0.1.
Screening COc1ccc([N+](=O)[O-])cc1N(CC(O)CN(C)C)S(=O)(=O)c1ccc(C)cc1 (configuration not stated) returned SR-BI HDL uptake 32, PvdQ inh -13, RTF Ca sens inh -2, SR-BI DiI-HDL act -32, Keap1-Nrf2 PPI -5, PKA-R2B act 5, NSD2 inh 5, DAGLB inh -1, Arrestin-AP2 inh 3 and LANA DNA inh -2.0.
For O=C(CSc1nnc(NC(=O)c2ccco2)s1)Nc1ccc(F)cc1 the results were SR-BI HDL uptake -33, PvdQ inh -13, RTF Ca sens inh -3, SR-BI DiI-HDL act 33, Keap1-Nrf2 PPI -3, PKA-R2B act -2, NSD2 inh -1, DAGLB inh 4, Arrestin-AP2 inh -4 and LANA DNA inh 0.6.
`CCOc1ccc(C(=O)NCC(=O)OC(C)C(=O)NCc2ccco2)cc1OCC` (configuration not stated) gave SR-BI HDL uptake 4, PvdQ inh 3, RTF Ca sens inh -12, SR-BI DiI-HDL act -4, Keap1-Nrf2 PPI 0, PKA-R2B act -10, DAGLB inh -2, Arrestin-AP2 inh 28 and LANA DNA inh -0.1.
For Cc1ccccc1Cn1c(=O)n(CCC(=O)NCc2ccc3c(c2)OCO3)c(=O)c2ccccc21 the results were SR-BI HDL uptake -5, PvdQ inh -7, RTF Ca sens inh 4, SR-BI DiI-HDL act 5, Keap1-Nrf2 PPI -1, PKA-R2B act 1, NSD2 inh 1, DAGLB inh 1, Arrestin-AP2 inh 6 and LANA DNA inh -0.3.
Screening CC1(C)CC(N2CCCC2)=CC(=[N+]2CCCC2)C1 returned SR-BI HDL uptake 14, PvdQ inh 4, RTF Ca sens inh -11, SR-BI DiI-HDL act -14, Keap1-Nrf2 PPI 0, PKA-R2B act 0, NSD2 inh 0, DAGLB inh 0, Arrestin-AP2 inh 6 and LANA DNA inh 1.1.
CCOC(=O)c1ccc(CN2Cc3ccccc3C2=O)cc1 was read as SR-BI HDL uptake 3, PvdQ inh 5, RTF Ca sens inh 0, SR-BI DiI-HDL act -3, Keap1-Nrf2 PPI 1, PKA-R2B act -14, NSD2 inh -3, DAGLB inh -2 and Arrestin-AP2 inh -1.
Screening CN(C)C(CNS(=O)(=O)c1ccc(Br)cc1)c1cccnc1 (configuration not stated) returned SR-BI HDL uptake -20, PvdQ inh -3, RTF Ca sens inh 9, SR-BI DiI-HDL act 20, Keap1-Nrf2 PPI -3, PKA-R2B act -10, NSD2 inh 2, DAGLB inh 2, Arrestin-AP2 inh 16 and LANA DNA inh -0.6.
Screening O=C(NCC1CCCO1)C(c1cccs1)N(Cc1ccccc1Cl)C(=O)c1ccc(-c2ccccc2)[nH]1 (configuration not stated) returned SR-BI HDL uptake 29, PvdQ inh 12, RTF Ca sens inh 14, SR-BI DiI-HDL act -29, Keap1-Nrf2 PPI -7, PKA-R2B act -7, NSD2 inh -3, DAGLB inh -2, Arrestin-AP2 inh 5 and LANA DNA inh -0.3.
Screening O=C(CSc1nc2ccsc2c(=O)n1Cc1ccccc1)NCc1ccco1 returned SR-BI HDL uptake 13, PvdQ inh -9, RTF Ca sens inh -7, SR-BI DiI-HDL act -13, Keap1-Nrf2 PPI 2, PKA-R2B act 1, DAGLB inh 0, Arrestin-AP2 inh -7 and LANA DNA inh -0.1.
Screening Clc1ccc(Cn2ncc3c(NCc4ccccc4)ncnc32)cc1 returned SR-BI HDL uptake 14, PvdQ inh 1, RTF Ca sens inh -6, SR-BI DiI-HDL act -14, Keap1-Nrf2 PPI -2, PKA-R2B act -6, NSD2 inh -1, DAGLB inh 2, Arrestin-AP2 inh 5 and LANA DNA inh 0.5.
For COc1ccccc1C(CC(=O)O)NS(=O)(=O)c1ccc2c(c1)N(C(C)=O)CC(C)O2 (configuration not stated) the results were SR-BI HDL uptake -18, PvdQ inh -9, RTF Ca sens inh -4, SR-BI DiI-HDL act 18, Keap1-Nrf2 PPI -2, PKA-R2B act -12, NSD2 inh 0, DAGLB inh 0, Arrestin-AP2 inh 1 and LANA DNA inh -0.5.
Screening COc1ccc(-c2nc3cccc(C)n3c2NCc2ccco2)cc1OC returned SR-BI HDL uptake 16, PvdQ inh -10, RTF Ca sens inh -2, SR-BI DiI-HDL act -16, Keap1-Nrf2 PPI 4, PKA-R2B act -6, NSD2 inh 4, DAGLB inh 6, Arrestin-AP2 inh -11 and LANA DNA inh 0.7.
C=CCn1c(C(O)c2ccccc2)nc2ccccc21 (configuration not stated) was read as SR-BI HDL uptake -13, PvdQ inh 0, RTF Ca sens inh 5, SR-BI DiI-HDL act 13, Keap1-Nrf2 PPI -1, PKA-R2B act 2, NSD2 inh 0, DAGLB inh 0, Arrestin-AP2 inh -4 and LANA DNA inh 0.6.
For C=CCSc1nccc(=O)[nH]1 the results were PvdQ inh -7, RTF Ca sens inh -6, Keap1-Nrf2 PPI 0, PKA-R2B act -3, NSD2 inh -1, DAGLB inh -1, Arrestin-AP2 inh 4 and LANA DNA inh -1.5.
CC(C)N1CCC(NC(=O)Nc2ccc3c(c2)OCO3)CC1 was read as SR-BI HDL uptake -19, PvdQ inh -12, RTF Ca sens inh 3, SR-BI DiI-HDL act 19, Keap1-Nrf2 PPI -4, PKA-R2B act 7, NSD2 inh -1, DAGLB inh 0, Arrestin-AP2 inh 9 and LANA DNA inh 0.1.

Assay outcomes: PubChem BioAssay, several laboratories
